Tat export inh: E. coli Tat export inhibitors, primary screen, MC4100, TorA-mCherry reporter, fluorescence, single point | inhibition, % at 10 µM | actives 0.036% (n = 340,000) | AID 488895, 2010;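 active = mean replicate inhibition at least 50% and at least half of replicates individually reaching 50%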;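 also: exported cargo escapes ClpAP degradation while cytoplasmic cargo is degraded and loses fluorescence; 0% = median of neutral control wells and 100% = median of NaSCN control wells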
PKA-R2B act: activators of PKA-R2B holoenzyme, primary screen, biochemical, fluorescence polarization, Cy5-IP20, human; PKA-R2B holoenzyme dissociation; R2B truncated from residue 108, S112A mutant; 0% DMSO only, 100% 113 µM cGMP; activation, % at 11.4 µM; actives 0.079% (n = 340,000); AID 504700, 2011;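 active = activation above a cutoff set at the mean over all compounds plus 3 SD, cut at about 18% in these data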;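 also: higher means more holoenzyme dissociation and a rise in polarization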
Target sequence (P31323 whole entry, looked up, other chains not shown, the tested form may be a part): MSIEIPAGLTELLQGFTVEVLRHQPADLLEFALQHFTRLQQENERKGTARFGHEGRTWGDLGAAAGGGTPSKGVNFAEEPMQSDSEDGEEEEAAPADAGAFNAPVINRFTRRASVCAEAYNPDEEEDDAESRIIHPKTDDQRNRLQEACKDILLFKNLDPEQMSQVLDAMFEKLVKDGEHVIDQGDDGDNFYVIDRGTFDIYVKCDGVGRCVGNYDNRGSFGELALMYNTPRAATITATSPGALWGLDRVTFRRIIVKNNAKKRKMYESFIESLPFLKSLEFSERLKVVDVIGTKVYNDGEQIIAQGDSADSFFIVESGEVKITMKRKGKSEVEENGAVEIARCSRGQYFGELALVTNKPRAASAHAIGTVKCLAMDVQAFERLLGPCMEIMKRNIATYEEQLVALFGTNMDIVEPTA
AddAB inh: growth inhibition of E. coli expressing H. pylori AddAB, primary screen, AddAB inhibitor project, absorbance. inhibition, % at 11.9 µM. actives 0.29% (n = 330,000). AID 435030, 2010; in the data active = inhibition above about 12%;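 also: 0% = vehicle wells of infected cells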
OPRM1-OPRD1 inv: inverse agonists of MOR-DOR heterodimerization, primary screen, cell-based, luminescence. Mu-type opioid receptor (Homo sapiens) + Delta-type opioid receptor (Homo sapiens), …. cell-based MOR-DOR heterodimer luminescence, inverse agonism. inhibition, % at 9.3 µM. actives 0.21% (n = 340,000). AID 504357, 2011; in the data active = inhibition above about 22%, passing the limit was not always enough;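 also: 0% = cells with DMSO and 100% = wells without cells with DMSO; values of inactives mirror those of a sister screen read the other way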
Mot1-301 SUMO: yeast Mot1-301 growth rescue at high temperature, primary screen, SUMOylation pathway inhibitor project, S. cerevisiae, ATP luminescence, 38.5C; S. cerevisiae Mot1-301 growth rescue; percent above DMSO median, 100 means doubled; growth rescue, % at 18.8 µM; actives 1% (n = 320,000);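 active = every valid replicate shows activation above 250% relative to neutral control wells; inactive = the rest, any valid replicate at or below 250%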;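 also: OY570 slx delta 5 strain wells were the positive control but not used for scaling; some compounds called inactive have numbers as strong as hits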
phage Ecoli inh: growth loss of phage-infected E. coli, primary screen, RecBCD inhibitor project, absorbance, with phage, HTS; inhibition, % at 11.9 µM; actives 0.26% (n = 360,000); in the data active = inhibition above about 11%
PfHsp90 yeast 2: growth inhibition of PfHsp90-expressing yeast, primary screen, antimalarial PfHsp90 inhibitor project, S. cerevisiae, BacTiter-Glo luminescence, single point, set 2 | BacTiter-Glo ATP, 48 h; yeast lacking PDR1 and PDR3 efflux regulators | inhibition, % at 9.4 µM | actives 0.32% (n = 310,000) | AID 504621, 2011;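 active = every replicate shows inhibition above about 80%, whatever the replicate mean, limit read from the data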;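 also: 0% = DMSO neutral controls and 100% = 20 µM radicicol positive controls; yeast relying on Plasmodium falciparum Hsp90 in place of its own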
HTR5A inv ag: HTR5A inverse agonists in luminescence cell assay, primary screen, counter-screen for OPRM1-OPRD1 heterodimer inverse agonist project, full-deck HTS; HTR5A cell line, inverse agonism; AID 504634, 2011; inhibition, % at 9.3 µM; actives 0.083% (n = 340,000); 5-hydroxytryptamine receptor 5A (Homo sapiens), P47898; in the data active = inhibition mostly above about 23%, no sharp cut-off; inactive = mostly below about 18%;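 also: 0% = cells with DMSO and 100% = no-cell wells with DMSO; some compounds called inactive have numbers as strong as hits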
Target sequence (P47898 whole entry, looked up): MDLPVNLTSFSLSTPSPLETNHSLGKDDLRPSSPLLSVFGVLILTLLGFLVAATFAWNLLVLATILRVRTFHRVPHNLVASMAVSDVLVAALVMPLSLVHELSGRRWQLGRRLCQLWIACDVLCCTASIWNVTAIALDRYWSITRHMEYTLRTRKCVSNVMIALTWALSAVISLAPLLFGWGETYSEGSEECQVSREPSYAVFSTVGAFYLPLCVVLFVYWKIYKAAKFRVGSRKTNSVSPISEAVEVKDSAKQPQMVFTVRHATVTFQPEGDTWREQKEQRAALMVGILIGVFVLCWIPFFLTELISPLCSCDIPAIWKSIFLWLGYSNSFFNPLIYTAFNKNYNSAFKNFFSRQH
PKA-R1A act: activators of PKA-R1A holoenzyme, primary screen, biochemical, fluorescence polarization, Cy5-IP20, bovine R1A, mouse PKAc; cAMP-dependent protein kinase type I-alpha regulatory subunit (Bos taurus) + …; PKA-R1A dissociation; scaled: DMSO 0%, 113 µM cGMP 100%; activation, % at 11.4 µM; actives 0.083% (n = 340,000); AID 504707, 2011;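 active = percent activation above the mean of all tested compounds plus 3 SD, cut at about 19% in these data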;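 also: higher means more PKAc released from R1A so a rise in polarization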
OPRM1-OPRD1 ag: agonists of OPRM1-OPRD1 heterodimerization, primary screen, cell-based, luminescence; Mu-type opioid receptor (Homo sapiens) + Delta-type opioid receptor (Homo sapiens), …; cells; activation, % at 9.3 µM; actives 0.3% (n = 340,000); AID 504326, 2011; in the data active = activation above about 18%;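 also: 0% = vehicle-treated cells and 100% = reference agonist; values of inactives mirror those of a sister screen read the other way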
E coli growth: E. coli V3065 growth inhibition, primary screen, counter-screen for AddAB inhibitor project, absorbance, OD600; AID 449728, 2010; 18 h; actives 0.27% (n = 330,000); inhibition, % at 11.9 µM;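 active = inhibition above the campaign's mean inhibition across all tested compounds plus 3 SD, cut at about 9.9% in these data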;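 also: uninfected addAB+ strain grown without phage in ampicillin broth; 0% = DMSO wells and 100% = ciprofloxacin 0.95 µg/ml wells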
* hit, by the source's call; . = no result given. Random draw from the library; 2.2% or so of the library scored in one or more.

SMILES	Tat export inh	PKA-R2B act	AddAB inh	OPRM1-OPRD1 inv	Mot1-301 SUMO	phage Ecoli inh	PfHsp90 yeast 2	HTR5A inv ag	PKA-R1A act	OPRM1-OPRD1 ag	E coli growth
CN(C)c1ccc(-c2cc(O)c3ncccc3c2)cc1	-9	5	7.4	-6	-20	14*	101*	-37	6	1.0	11*
Nn1c(-c2ccccc2)nc2cc(Cl)ccc2c1=O	-7	1	0.0	4	-1	2.5	-42	0	-5	-0.9	-1.4
O=C(O)c1ccc(-c2nc(-c3ccccc3)cs2)cc1	-2	3	3.9	9	-8	-1.2	-15	1	-1	-1.9	0.8
COc1nc(N(C)S(=O)(=O)c2ccc(C)cc2)nc(C)c1Br	0	-6	-2.3	-21	-1	0.7	17	-2	1	4.5	1.5
COc1ccc(C(=O)NCC(=O)NCC(=O)OCC(=O)c2cccs2)cc1	-20	-10	-1.6	16	-11	5.2	.	-32	-8	-3.1	-1.1
O=C(c1ccc(Cl)c(Cl)c1)N1CCCC1	-6	4	-1.5	11	98	1.4	15	21	-4	-1.9	-0.6
Cc1cc(C)nc(Nc2cccc(C(F)(F)F)c2)n1	-3	1	3.2	-15	127	3.6	5	-38	2	2.9	-1.6
Nc1ccc(Br)c[n+]1Cc1cccc2cccnc12	-5	4	2.6	9	-12	2.7	16	-17	-5	-1.8	-0.1
Cc1ccc(/C=C2\SC(=S)N(CCC(=O)N3CCCCC3)C2=O)cc1	0	2	0.7	10	5	0.2	31	-6	-6	-2.0	-0.1
Cc1ccc(/C=C(\NC(=O)c2ccccc2)C(=O)NC2CCN(Cc3ccccc3)CC2)o1	-7	-2	0.9	4	3	-2.0	-7	7	7	-0.8	1.9
O=C(/C=C/c1ccco1)NCC(=O)N/N=C/c1ccc([N+](=O)[O-])cc1	9	-5	0.8	3	-9	3.6	10	14	2	-0.5	-3.1
CCOC(=O)[C@H]1[C@H]2COc3ccc(C)cc3[C@@H]2N2C(=O)CN(Cc3ccco3)C(=O)[C@@]12C	-20	-3	0.8	12	-18	-0.1	.	-13	-10	-2.2	-1.2
CC(C)(O)CN(CCCNC(=S)Nc1ccccc1)C(=S)Nc1ccccc1	-1	2	.	13	.	1.6	2	4	-2	-2.7	.
COc1ccc(NC(=O)CSc2nnc(C3CCCCC3)n2N)cc1OC	-1	-3	0.1	15	-4	3.6	6	8	3	-2.9	0.4
O/N=C/c1ccn(-c2ccc(Br)cc2)c1	13	-2	-1.4	-3	33	6.0	32	9	6	0.5	0.8
CSCCC(NC(=O)c1ccco1)C(=O)N1CCCC(C(F)(F)F)C1 (stereo not given)	-3	-4	2.6	13	9	1.7	-6	14	-1	-3.0	1.4
CC(C)CNC(=S)N1CCC(Cc2ccccc2)CC1	4	-8	.	-6	-24	3.1	14	-6	-5	0.9	.
Cc1ccc(C(=O)NC2CCN(C(=O)N3CCOCC3)CC2)cc1	-3	1	-1.4	9	0	3.5	.	-3	-8	-1.6	-1.1
CCOC(=O)c1cccc(N/C=C/C(=O)c2ccc(OC)c(OC)c2)c1	3	-5	-1.3	0	-4	-2.4	14	2	9	0.0	-1.1
CN(C)CCNC(=O)c1ccc2c(=O)n(Cc3ccc(Cl)cc3)c(=S)[nH]c2c1	-12	-13	-1.5	2	75	0.2	-4	-6	-10	-0.3	0.1
CC(C)[C@@H]1NC(=O)c2cc([N+](=O)[O-])cc(I)c2OCC[C@@H](C(N)=O)NC(=O)[C@H](CCC(=O)O)NC1=O	-3	1	2.1	10	111	3.8	-10	-21	-4	-1.8	-2.8
CC(C)(C)OC(=O)N1CCCN(C(=O)Nc2ccc(OC(F)(F)F)cc2)CC1	-3	-3	2.0	12	4	-2.0	-5	-13	-9	-2.6	-0.5
CC(C)c1ccc(S(=O)(=O)Nc2ccc(O)c(Sc3ncn[nH]3)c2)cc1	-5	4	.	-5	-10	3.1	-10	10	1	1.0	.
COc1cc(S(=O)(=O)N2CCCCC2)ccc1NC(=O)c1ccc(F)cc1	-3	5	1.1	16	-7	3.0	6	-6	-1	-3.2	-2.9
CCOC(=O)N1CCC(NC(=O)Cc2cn(C)c3ccccc23)CC1	-1	-4	3.8	0	74	2.9	14	-6	-5	0.0	-1.1
SMILES	Tat export inh	PKA-R2B act	AddAB inh	OPRM1-OPRD1 inv	Mot1-301 SUMO	phage Ecoli inh	PfHsp90 yeast 2	HTR5A inv ag	PKA-R1A act	OPRM1-OPRD1 ag	E coli growth
COc1ccccc1C(=O)Nc1cccc2cccnc12	7	2	0.0	-6	-7	2.9	-5	11	-6	1.3	0.4
O=C(NN1C(=O)C2C(c3ccccc3)C=CC(c3ccccc3)C2C1=O)c1ccccc1 (stereo not given)	3	-1	5.0	-14	14	3.2	14	-7	-7	2.7	2.5
O=[N+]([O-])c1cc([N+](=O)[O-])c(Oc2ccc(F)cc2)cc1NN1CCCCC1	-3	-7	0.6	12	14	2.6	19	-68	-7	-2.0	0.4
Cc1c(NC(=O)CN2C(=O)NC(C)(c3ccccc3)C2=O)c(=O)n(-c2ccccc2)n1C (stereo not given)	3	-6	3.5	5	-22	1.6	-3	-2	-2	-0.9	3.2
COc1ccc(C)cc1S(=O)(=O)N(C)CC(=O)N1CCN(c2ccccc2)CC1	4	-9	3.6	9	98	3.2	8	11	2	-1.6	-1.1
O=[N+]([O-])c1ccccc1SNc1ccccn1	-5	-8	1.1	12	22	0.9	10	3	1	-2.3	-2.7
O=C(CCn1c(=O)[nH]c2ccsc2c1=O)N(CCc1ccccc1)Cc1ccccc1	3	1	0.2	-7	-4	0.8	-19	5	-10	1.4	0.6
NC(=O)Cn1c(=O)n(CCC(=O)Nc2ccc(F)cc2)c(=O)c2sccc21	-6	-8	0.8	3	-12	1.8	5	-18	2	-0.6	0.1
CCN1CCCC1CN(Cc1cc2ccc(C)cc2[nH]c1=O)C(=S)Nc1ccc(F)cc1 (stereo not given)	4	-5	-0.8	12	1	2.8	94*	-22	-1	-2.3	2.0
Cc1ccc(C(=O)NNC(=S)NC(=O)c2ccc(Cl)cc2Cl)cc1	-4	2	5.7	13	-16	-0.2	-4	0	-4	-2.2	5.4
Cc1ccc(CNC(=S)N(C)C)cc1	-3	0	0.5	13	-14	-0.5	-7	-36	5	-2.6	-0.7
CS(=O)(=O)N(CC(=O)Nc1ccc2c(c1)OCO2)c1ccc2c(c1)OCO2	-1	4	-0.4	7	8	0.1	.	-20	4	-1.4	-0.3
COc1ccc(/C=N/NC(=S)NCc2ccccc2)cc1OC	2	-9	2.1	7	-10	3.0	-24	10	-12	-1.2	0.7
O=C(O)CCc1nn2c3ccccc3nc2n(Cc2ccccc2)c1=O	-3	2	3.9	6	-8	5.5	12	3	-11	-1.1	0.0
COCCCNc1c2c3c(cccc3[nH]c1=O)C(=O)c1ccccc1-2	-2	9	-1.1	-45	-16	2.2	21	-18	0	8.0	-0.9
CC1(C)CC(CC(=O)O)(c2ccc(Cl)cc2)CCO1 (stereo not given)	-4	-4	0.3	-15	4	0.4	1	3	-9	2.7	1.3
CC(C)=CCC/C(C)=C/CC/C(C)=C/CC/C(C)=C/CC1=C(C)C(=O)c2ccccc2C1=O	-2	-4	-2.9	-4	205	1.6	-21	-1	-7	0.7	-0.5
COc1ccc(NC(=O)c2ccc(NC(=O)CSc3nccc(=O)[nH]3)cc2)cc1	-1	-7	-0.7	15	6	-1.0	-1	-6	-6	-2.7	0.0
COc1cccc(CN2CCCC(CNC(=O)c3ccc(F)cc3)C2)c1OC (stereo not given)	5	-14	1.3	4	-14	1.4	10	-8	-7	-0.6	-1.6
Cn1c(C(=O)N2CCOCC2)cnc1Sc1ncc(C(F)(F)F)cc1Cl	-1	2	3.0	16	-3	2.8	6	16	5	-2.7	0.4
Fc1ccc(NC(=S)Nc2cccnc2)c(F)c1F	7	-6	-1.4	6	9	-1.0	38	-10	-5	-1.3	-1.0
O=C(NCc1cccc(Cl)c1)NC(=O)c1csc([N+](=O)[O-])c1	0	-13	-0.5	1	-1	-1.3	7	9	0	-0.3	1.9
Cc1noc(NS(=O)(=O)c2ccc(N/C=C\C(=O)c3ccncc3)cc2)c1C	5	-3	9.6	5	-12	3.2	.	-9	-11	-1.0	4.0
Cn1c(CN2CCN(S(C)(=O)=O)CC2)nc2cc([N+](=O)[O-])ccc21	0	4	0.4	7	-11	1.8	6	2	-14	-1.6	-1.0
Cc1ccc(-n2ncc3c(=O)n(CC(=O)N4CCN(c5ccccc5F)CC4)cnc32)cc1C	-6	2	4.0	10	-21	3.5	-10	-9	0	-2.0	0.5
SMILES	Tat export inh	PKA-R2B act	AddAB inh	OPRM1-OPRD1 inv	Mot1-301 SUMO	phage Ecoli inh	PfHsp90 yeast 2	HTR5A inv ag	PKA-R1A act	OPRM1-OPRD1 ag	E coli growth
Cn1c(NCCCN2CCOCC2)nc2c1c(=O)n(Cc1ccc(Cl)cc1)c(=O)n2C	1	8	-0.6	-12	-4	4.5	-27	2	3	2.2	-1.2
CN(C)S(=O)(=O)c1ccc(Cl)c(NC(=O)CSc2nc3ccccc3c(=O)n2CCCN2CCOCC2)c1	-2	2	0.2	12	107	1.6	-4	16	-14	-2.4	-0.5
COC(=O)c1[nH]c(C)c(/C(O)=C2\C(=O)C(=O)N(CCN3CCOCC3)C2c2ccco2)c1C (stereo not given)	0	-4	-2.1	16	5	2.1	8	-21	-11	-3.2	1.9
CCOc1ccc(CNC(=O)CCc2cn(C)c3ccccc23)cc1OC	-3	11	-1.4	13	-14	-0.5	-11	7	-1	-2.8	-0.3
CC(C)(C)C(=O)Nc1ccc(-c2cc3cc(Cl)ccc3o2)cc1	2	-4	-0.9	2	-7	0.4	-14	-19	9	-0.4	-1.0
COc1ccc(CCNC(=O)C2CCN(C(=O)c3ccc(Br)cc3)CC2)cc1	5	2	0.1	0	-13	1.2	-32	-5	-5	0.1	0.1
COc1ccc(-n2ccnc2SCC(=O)NCc2ccccc2)c(OC)c1	3	5	3.3	-1	1	0.3	10	-22	0	0.2	-1.4
COC1=CC(=O)C(OC)=C(OC)C1=O	-20	-1	.	-25	.	2.6	-17	19	-11	5.1	.
O=C1OC(N2C(=O)CC[C@H]2C(=O)Nc2cccc(F)c2)c2ccccc21 (stereo not given in full)	10	3	3.2	5	75	2.5	-5	-13	0	-1.1	3.9
